# Screening results from PubChem.
# 12-LOX inh: Primary qHTS assay for inhibitors of human arachidonate 12S-lipoxygenase (ALOX12): Round 2; Polyunsaturated fatty acid lipoxygenase ALOX12 (Homo sapiens), P18054; purified 12hLO, xylenol orange hydroperoxide absorbance; Potency, µM (top dose mostly 108 µM), without a hit: top-dose activity change, negative = inhibition, most hits filed as inhibitors; actives 1.1% (n = 580,000); AID 1671190, 2021; note: potency is the fitted concentration of half-maximal effect; % is set by controls: 0 for no effect and ±100 for the full control effect
# Target sequence (P18054 whole entry, looked up): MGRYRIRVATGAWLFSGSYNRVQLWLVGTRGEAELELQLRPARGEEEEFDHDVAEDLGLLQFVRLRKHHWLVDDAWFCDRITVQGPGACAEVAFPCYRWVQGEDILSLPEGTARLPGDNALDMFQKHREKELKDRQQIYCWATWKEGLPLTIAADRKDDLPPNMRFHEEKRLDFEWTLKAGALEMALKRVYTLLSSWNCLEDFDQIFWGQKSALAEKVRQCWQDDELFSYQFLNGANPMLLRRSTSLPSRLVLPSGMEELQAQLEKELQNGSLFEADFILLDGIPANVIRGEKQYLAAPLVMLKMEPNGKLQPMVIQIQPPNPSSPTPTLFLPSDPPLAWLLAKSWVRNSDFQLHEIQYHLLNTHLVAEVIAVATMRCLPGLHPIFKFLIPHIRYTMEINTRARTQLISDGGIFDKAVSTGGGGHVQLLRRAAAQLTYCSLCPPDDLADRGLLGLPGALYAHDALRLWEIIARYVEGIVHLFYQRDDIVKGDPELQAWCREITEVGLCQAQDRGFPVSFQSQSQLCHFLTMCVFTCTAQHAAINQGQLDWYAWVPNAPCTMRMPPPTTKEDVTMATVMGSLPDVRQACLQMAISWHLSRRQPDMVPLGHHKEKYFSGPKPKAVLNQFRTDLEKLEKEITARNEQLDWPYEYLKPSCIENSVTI
#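 Purified human 12hLO at 150 nM in 25 mM Hepes, 0.01% Triton X-100, pH 7.0, preincubated 15 min at room temperature with compound. Reaction started with 40 uM arachidonic acid, 30 min at room temperature. Hydroperoxide measured by Fe-xylenol orange, 573/405 nm absorbance ratio.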
# ERG Ets-DNA blk: qHTS for Small Molecule Inhibitors of the ERG Ets/DNA interaction | fluorescence polarization, His-ERG Ets domain / labelled DNA | actives 0.028% (n = 370,000) | AID 624246, 2012 | Transcriptional regulator ERG (Homo sapiens), P11308 | Potency, µM (titrated, usually from 76.9 µM), for inactives: at the top dose FP activity, negative = inhibition, usual class: inhibitors; active = well fitted inhibition curve with a large enough effect in the polarisation, with a control signal flat; inconclusive = small, poorly fitted or top-dose-only effect, or effect the other way, or a change in a side signal; inactive = no such curve, though single readings can be large or run the other way; the % refers to the polarisation;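 note: polarization taken with two DNA probes labelled with fluorescein and Texas red; potency is the fitted concentration of half-maximal effect; % of control where 0% means no effect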
#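 His-tagged ERG Ets domain (1 uM in the protein solution; 300mM KCl, 50mM Tris-HCl, 1mM EDTA, 1mM DTT, pH 7.5) received compound, then a probe mix of 5 nM fluorescein-DNA and 100nM Texas-615-DNA. Fluorescence polarization was read for both dyes.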
# APEX1 inh: qHTS Assay for Inhibitors of the Human Apurinic/apyrimidinic Endonuclease 1 (APE1); DNA repair nuclease/redox regulator APEX1 (Homo sapiens), P27695; recombinant APE1, TAMRA/BHQ-2 abasic DNA cleavage fluorescence; Potency, µM (series often up to 65.8 µM), for the others: at the highest dose activity change, negative = inhibition, most hits filed as inhibitors; actives 0.35% (n = 350,000); AID 2517, 2012;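 note: potency is the fitted concentration of half-maximal effect; plate controls were vehicle for no effect and reference inhibitor for full effect; nearly all actives have a fitted effect of over 55% in size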
#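 Endonuclease cleavage of a quenched abasic-site DNA duplex (50 nM) by APE1 (0.75 nM) was tracked by TAMRA dequenching. Compounds were preincubated with enzyme 15 min at room temperature; data normalized to buffer-only and DMSO wells plus NSC13755 control.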
# Apoferritin bind: qHTS Assay for Identification of Novel General Anesthetics; Ferritin light chain (Equus caballus), P02791; apoferritin/1-aminoanthracene competitive binding, fluorescence; Potency, µM (top dose mostly 77.5 µM), inactives show at the highest dose activity change, negative = displacement, usual class: inhibitors; actives 0.074% (n = 350,000); note: potency is the fitted concentration of half-maximal effect; % is set by controls: 0 for no effect and ±100 for the full control effect; nearly all actives have a fitted effect of over 20% in size
# Target sequence (P02791 2-175 limits assumed): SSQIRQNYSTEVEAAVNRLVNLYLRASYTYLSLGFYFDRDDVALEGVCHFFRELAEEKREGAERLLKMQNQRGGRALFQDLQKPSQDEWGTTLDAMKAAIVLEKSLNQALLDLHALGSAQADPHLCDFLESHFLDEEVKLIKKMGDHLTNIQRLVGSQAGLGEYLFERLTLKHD
#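 In PBS, apoferritin at 10 uM is loaded with 1-AMA from a 50% saturated solution. After 10 min of compound exposure at ambient temperature, reduced 535 nm fluorescence indicates probe displacement.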
# RGS4 inh: Inhibitors of Regulator of G Protein Signaling (RGS) 4: qHTS; Regulator of G-protein signaling 4 (Homo sapiens), P49798; Transcreener GDP fluorescence polarization, RGS4-accelerated GTP hydrolysis; Potency, µM (titrated, usually from 114 µM), inactives show at the top dose activity change, negative = inhibition, actives largely listed as inhibitors; actives 0.039% (n = 390,000); AID 504845, 2011; note: potency is the fitted concentration of half-maximal effect; % is set by controls: 0 for no effect and ±100 for the full control effect; nearly all actives have a fitted effect of over 75% in size; some results filed as inactive show a strong effect at the top dose
# Target sequence (P49798 whole entry, looked up): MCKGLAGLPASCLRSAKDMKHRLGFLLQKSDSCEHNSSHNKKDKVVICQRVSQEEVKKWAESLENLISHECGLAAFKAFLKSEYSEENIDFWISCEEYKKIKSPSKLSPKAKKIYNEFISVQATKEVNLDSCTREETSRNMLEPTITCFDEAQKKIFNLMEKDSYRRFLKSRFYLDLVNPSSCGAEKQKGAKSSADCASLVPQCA
#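 MLSMR compounds (23 nl, pin-transferred) preincubated 10 min at room temperature with a 500nM (2x) first reagent, then RGS4 at 900nM (2x) plus Transcreener GDP mix added; fluorescence polarization (620/688 nm) read before and after 90 min at 30 °C.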
# Pol eta inh: qHTS for Inhibitors of Polymerase Eta | actives 1.2% (n = 390,000) | DNA polymerase eta (Homo sapiens), Q9Y253 | Potency, µM (top dose mostly 114 µM), inactives show at the top dose activity change, negative = inhibition, most hits filed as inhibitors | AID 588591, 2011 | recombinant Pol eta, fluorescent DNA replication assay; note: potency is the fitted concentration of half-maximal effect; % is set by controls: 0 for no effect and ±100 for the full control effect
#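 Pol eta (10 nM) was preincubated with compounds for 15 min at room temperature, after which fluorescent replication substrate (50 nM final) was added to start the reaction. Fluorescence was read kinetically at 0 and 10 min.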
# POLB inh: qHTS Assay for Inhibitors of DNA Polymerase Beta; Pol beta primer extension/strand displacement, fluorescence kinetic; Potency, µM (doses to about 114 µM), for inactives: at the highest dose activity change, negative = inhibition, usual class: inhibitors; actives 1.3% (n = 340,000); AID 485314, 2010; note: potency is the fitted concentration of half-maximal effect; % is set by controls: 0 for no effect and ±100 for the full control effect
#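 10 nM enzyme + cpd, 15 min RT; start with substrate 50 nM final; read 0 min and after 10 min RT. Corrected, normalized data; 4-parameter Hill curve fit.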
# POLK inh: qHTS for Inhibitors of Polymerase Kappa. DNA polymerase kappa (Homo sapiens), Q9UBT6. purified Pol kappa, fluorescent DNA synthesis assay, 10 min. actives 0.53% (n = 400,000). AID 588579, 2011. Potency, µM (top dose mostly 107 µM), for inactives: top-dose activity, negative = inhibition, actives largely listed as inhibitors; note: potency is the fitted concentration of half-maximal effect; % is set by controls: 0 for no effect and ±100 for the full control effect
#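 Pol kappa 10 nM + cpd, 15 min RT; start w/ substrate 50 nM final; fluorescence kinetic read, 0 and 10 min. Neg ctrl: buffer, no enzyme.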
# LDHA block: qHTS assay for inhibitors of human lactate dehydrogenase. activity change, % (values are at about 110 or 230 µM). purified LDHA, NADH/diaphorase-resazurin fluorescence; stronger effect = lower value. actives 0.15% (n = 480,000). L-lactate dehydrogenase A chain (Homo sapiens), P00338. AID 1347041, 2019; in the data active = activity change below about -30%; inconclusive = mostly about -25% to -30%;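 note: plate controls were DMSO wells for no effect and wells without enzyme for full effect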
#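 Human LDH5 (2 nM) was incubated with 0.06 mM NADH and 0.2 mM pyruvate for 5 min at room temperature in Tris pH 7.4. Remaining NADH was coupled through diaphorase/resazurin, and resorufin fluorescence was read at 0 and 20 min.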
# * hit, by the source's call; u = inconclusive; x = not tested or not shown; [ ] = another dose, or the depositor's remark. Unless noted, calls come from the whole dose curve; as a rule, active = well fitted curve in the direction sought with a large enough effect; inconclusive = small, poorly fitted or top-dose-only effect, or another doubt; inactive = no such curve, though single readings can be large; an effect the other way counts as inactive or inconclusive.
SMILES,12-LOX inh,ERG Ets-DNA blk,APEX1 inh,Apoferritin bind,RGS4 inh,Pol eta inh,POLB inh,POLK inh,LDHA block
COc1ccc(OC)c(N(C(=O)c2snc(C(N)=O)c2N)C(C(=O)NCc2ccccc2)c2ccc(O)cc2)c1 (centres undefined),u,-26.3%,12.4%,0.1%,0.7%,-3.4%,-3.0%,-11.6%,2.5
O=C(c1ccc(F)cc1)N1CCCC(c2ccccc2)C1 (centres undefined),-5.5%,-3.5%,-3.2%,u,5.4%,-4.8%,-10.1%,-8.1%,-4.3
COc1ccc(NC(=O)CCCN2C(=O)CCC2=O)cc1Cl,0.0%,-4.9%,-4.3%,-7.1%,-50.5%,-10.8%,28.3%,-10.7%,-7.5
Cc1sc(NC(=O)COc2cccc(-n3cnnn3)c2)c(C#N)c1C,-20.7%,7.8%,-2.6%,u,27.4%,1.1%,18.4%,2.1%,-11.1
O=C(CN(C(=O)CCC(=O)Nc1nccs1)c1ccc2c(c1)OCO2)NCc1ccc(F)cc1,-19.7%,-4.3%,13.9%,6.8%,-11.9%,-5.2%,94.9%,-5.2%,10.9
Cc1ccc(S(=O)(=O)Nc2cc3c4c(c2)CC(=O)N4CCC3)cc1,-22.9%,0.5%,31.7%,x,-15.8%,-12.9%,x,1.1%,-0.9
CSCCC(NC(=O)c1ccc(Cl)cc1Cl)C(=O)NCc1ccncc1 (centres undefined),-6.5%,4.0%,2.0%,x,4.1%,-6.1%,x,1.7%,0.0
COc1ccc(CN2CCc3c(c(=O)n4ncc(C(=O)N5CCN(c6ccc(F)cc6)CC5)c4n3C)C2)cc1,-6.7%,-3.8%,x,8.4%,-37.4%,-10.7%,-3.6%,-2.8%[60.1 µM],-1.6
COc1ccc(CCNC(=O)C(=O)NCC(c2cccs2)S(=O)(=O)c2cccs2)cc1 (centres undefined),0.0%,0.9%,x,-11.1%,-11.1%,-24.5%,-18.0%,-10.7%[60.1 µM],-3.0
COc1cc(NC(=O)c2nc3cc(C)c(C)cc3n(C)c2=O)cc(OC)c1OC,0.0%,-3.5%,x,-2.1%,-3.0%,-24.0%,0.7%,-27.7%,-0.8
O=[N+]([O-])c1ccc(Oc2ccc(S(=O)(=O)N3CCCCC3)cc2)cc1,2.8%,-1.8%,1.0%,0.2%,5.8%,-12.8%,13.1%,-15.1%,-7.4
CCOC(=O)C1=C(c2ccccc2)OC(N)=C(C#N)C1c1cccnc1 (centres undefined),-3.4%,-17.5%,8.9%,-8.4%,21.7%,3.1%,22.4%,-3.9%,-9.3
COC(=O)c1ccc(NC(=O)COc2cccc3c2OC(C)(C)C3)cc1,-6.3%,6.4%,-2.7%,x,1.6%,2.2%,x,-16.4%,-4.9
O=C(Cc1ccccc1[N+](=O)[O-])N1CCN(c2ccccc2F)CC1,-1.6%,-2.3%,17.8%,-10.7%,-22.9%,-12.4%,17.2%[57.1 µM],-7.2%,-4.2
CCC(=O)N1CCc2cc(S(=O)(=O)NCCc3ccc(S(N)(=O)=O)cc3)ccc21,-0.4%,-3.8%,27.7%,-5.2%,11.3%[56.9 µM],1.3%,-1.9%,5.0%,-4.4
CCOC(=O)CC1(C)NC(=O)c2c(C)sc(C(=O)OCC)c2N1 (centres undefined),-13.8%,-7.1%,-4.0%,0.4%,-16.1%,-17.8%,21.8%,4.2%,-0.2
CCc1ccc(S(=O)(=O)NCc2cn3cccc(C)c3n2)s1,268.1%[activator],0.7%,1.2%,-9.5%,40.7%,-11.0%,5.3%,0.2%,-8.1
Cc1cccc(OCc2cc(-c3ccccc3)no2)c1C,13.5%,-1.5%,31.6%,-3.5%,17.3%,-13.8%,-20.9%,-4.0%,-0.7
O=C(CSc1nnc(-c2ccco2)o1)NCC(=O)c1ccccc1,1.1%,x,-3.5%,-8.8%,-0.3%,8.1%,10.7%,-0.5%,-5.2
CCc1cccc(C)c1Nc1c(-c2ccccc2)nc2sccn12,0.0%,-0.3%,x,-8.6%,-31.7%,-5.7%,-11.2%,-7.6%,-2.2
Cc1cc(N2CCOCC2)c2c(N)c(Br)cc(C)c2n1,0.0%,4.9%,-4.4%,-0.6%,-31.7%,-1.9%,-0.9%,-12.1%,-0.3
Cn1c(=O)cc(C(=O)N/N=C/c2ccc(F)cc2)[nH]c1=O,3.9%,4.3%,-6.9%,-6.1%,3.2%,-3.7%,0.9%,-1.2%,-0.3
C=CCS(=O)(=O)N1CCCC(C(=O)c2cccc(Cl)c2)C1 (centres undefined),u,-0.5%,1.2%,u,-4.9%,-5.9%,26.3%,-19.8%,-8.0
CCCCn1c(=NC(=O)C(C)(C)Oc2ccc(Cl)cc2)c(C(=O)OCC)cc2c(=O)n3ccccc3nc21,u,1.0%,x,-4.3%,0.9%,u,16.4%,9.5%,-0.8
C=CCN(C(=O)CCC(=O)Nc1cc(C)on1)C(C(=O)NC1CCCC1)c1ccc(C)cc1 (centres undefined),13.4%,0.9%,55.1%[activator],-7.1%,17.2%,-2.6%,3.3%,0.2%,-3.0
O=C(Nc1nccs1)c1nc[nH]c1C(=O)N1CCN(c2ccccc2)CC1,17.0%,4.7%,47.7%[activator],x,-17.5%,-3.8%,x,10.5%,4.8
Cc1cc(NC(=O)CCCC(=O)NCc2ccccc2)no1,7.0%,14.9%,-3.2%,-9.6%,19.7%,-13.3%,-24.3%,-10.3%,-3.0
Cc1ccc2c(c1Br)/C(=N/N1C(=O)c3ccccc3C1=O)C(=O)N2,-22.7%,-18.0%,-4.0%,-13.4%,-27.1%,-15.7%,24.7%,-16.3%,-5.1
CSc1nc2sc3c(c2c(=O)[nH]1)CC(C)(C)OC3,20.3%,-6.5%,1.1%,-6.1%,-27.2%,-26.2%,71.6%,5.1%,-2.3
CCCc1nn2c(=O)cc(COC(=O)C3CCCCC3)nc2s1,-19.1%,9.2%,x,u,-2.1%,0.5%,u,-0.7%,-1.3
Cc1ccc(-c2oc3ccccc3c(=O)c2O)cc1,u,-2.2%,2.5%,-6.0%,-10.1%,-22.0%,-1.6%,-16.6%,-0.1
CCOC(=O)c1c(NC(=O)CSc2ncn[nH]2)sc(C)c1C,0.0%,7.2%,4.1%,-14.8%,-5.0%,-20.2%,-2.7%,-10.7%,-4.0
CCOc1ccc(S(=O)(=O)N2CCN(C(=O)C3CSC4(C)CCC(=O)N34)CC2)cc1 (centres undefined),14.9%,27.0%,35.7%,x,-37.7%,-16.3%,x,-15.0%,-6.8
CCCN(CCC)S(=O)(=O)c1ccc(C(=O)N2CC3CCC(CC3)C2)cc1,127.5%[activator],-17.0%,19.9%,-1.6%,-12.7%,-20.4%,21.9%,-6.1%,-2.1
O=C1C=CN(Cc2ccccc2)CC1,0.0%,-10.4%,0.2%,-8.0%,6.6%,-12.9%,14.5%,-12.8%,0.3
Cn1c(SCC(=O)Nc2ccccc2F)nc2c([nH]c3ccccc32)c1=O,0.0%,-20.3%,x,1.3%,-5.2%,-8.9%,3.5%,-8.0%[60.1 µM],-4.4
N#Cc1nc(-c2ccc(OCc3ccc(Cl)cc3)cc2)oc1NCCCn1ccnc1,19.8%,-0.5%,-2.1%,-17.5%,0.0%,-1.7%,19.6%,6.8%,-7.6
CCn1cc(C(=O)N2CCn3c(nc4ccccc43)C2)c(=O)c2ccc(C)nc21,12.8%,3.7%,-0.7%,-9.3%,1.0%,-18.5%,33.7%,6.7%,-3.3
CCC(CC)NC(=O)COn1nnc2ccc(S(=O)(=O)N3CCOCC3)cc21,1.6%,-3.4%,-13.2%,x,7.2%,-8.0%,x,2.1%,-3.1
O=C(CCc1nnc(-c2ccc(-c3ccccc3)cc2)o1)NCCc1ccccn1,-0.3%,-6.4%,3.2%,-5.5%,-25.7%,-6.6%,6.9%,0.0%,-5.3
CCCNS(=O)(=O)c1ccc(OCC(=O)Nc2ccc3c(c2)OCCO3)cc1,-6.8%,x,-8.0%,-16.8%,0.4%,-7.0%,10.1%,-6.7%,5.4
COc1cc(OC)nc(Oc2ccc(N)c(C)c2)n1,0.0%,2.4%,59.8%[activator],-3.3%,-7.6%,-4.8%,35.3%,-5.3%,-4.0
CC(C)(C)OC(=O)N1CCC2(CC1)Oc1ccc(Cl)cc1C(=O)C21CC(c2ccc(Cl)cc2)=NO1 (centres undefined),-7.2%,-1.2%,x,x,13.9%,-12.0%,x,-9.0%,-5.0

# The list is partial, so the mix of outcomes need not match the whole.
